# CAL PDZ FP-1: blocks peptide binding to human CAL PDZ domain. Q9HD26. purified CAL PDZ, TMR-peptide fluorescence polarization, 1 h. inhibition, % at 20 µM. 0.02% of 330,000 active. AID 504414;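 active = highest replicate inhibition of at least 40%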;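 note: plate controls were DMSO neutral control wells for no effect and unlabeled competitor peptide control wells for full effect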
#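 Assay system – tagged CAL PDZ protein CerCALP, purified · Timing – 1 h at RT · Compound – single point, 20 µM · Measured by – fluorescence polarization from S- and P-plane intensities, G-factor corrected · Evaluation – inhibition from polarization loss · Probe or stimulus – TMR reporter peptide T*-PRC34 · Buffer or medium – pH 7.4 phosphate-saline buffer, reducing agent, detergent, IgG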
# SR-BI DiI-HDL act: SR-BI HDL lipid transfer activation; CHO ldlA[mSR-BI] cells, DiI-HDL uptake fluorescence, 3 h; 100 = double the neutral-control signal; AID 504775; 0.096% of 320,000 active; activation, % at 12.5 µM;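 active = mean replicate activation of at least 60% and every replicate at or above 60%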;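 note: 0% = median plate neutral-control signal and 100% = twice that signal; values of inactives mirror those of a sister screen read the other way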
#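 Material – SR-BI-overexpressing, LDLR-lacking CHO cells · Medium – BSA-supplemented, HEPES-buffered Ham's F12, pH 7.4 · Doses – single concentration · Times – compound with DiI-HDL co-incubation, 3 h at 37 °C · Measured by – bottom-read fluorescence, 550/595 nm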
# RTF Ca sens inh: cardiac RTF calcium desensitization; P19429+P45379; IANBD-labeled cardiac RTF, Ca2+ fluorescence; inhibition, % at 7.15 µM; 0.12% of 340,000 active;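 active = inhibition above the mean inhibition of all tested compounds plus 3 SD, cut at about 17% in these data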;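 note: assay run at fixed EC70 calcium of 1.6 mM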
# cardiac RTF act: cardiac RTF calcium sensitization; P19429+P45379; IANBD-labeled TnC RTF fluorescence at EC20 calcium; 0% EC20 calcium, 100% full calcium; activation, % at 7.2 µM; 0.24% of 340,000 active;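 active = activation above the mean over all tested compounds plus 3 SD, cut at about 30% in these data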;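 note: rise in fluorescence read as greater calcium sensitivity of cardiac thin filaments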
# DAGLB inhibitor: blocks human DAGLB lipase activity; HEK293T DAGLB membrane lysate, EnzChek fluorogenic substrate; 0.059% of 340,000 active; inhibition, % at 5.17 µM; Q8NCG7; in the data active = inhibition above about 34%;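 note: 0% = enzyme with vehicle and 100% = wells lacking enzyme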
# Target sequence (Q8NCG7 whole entry, looked up): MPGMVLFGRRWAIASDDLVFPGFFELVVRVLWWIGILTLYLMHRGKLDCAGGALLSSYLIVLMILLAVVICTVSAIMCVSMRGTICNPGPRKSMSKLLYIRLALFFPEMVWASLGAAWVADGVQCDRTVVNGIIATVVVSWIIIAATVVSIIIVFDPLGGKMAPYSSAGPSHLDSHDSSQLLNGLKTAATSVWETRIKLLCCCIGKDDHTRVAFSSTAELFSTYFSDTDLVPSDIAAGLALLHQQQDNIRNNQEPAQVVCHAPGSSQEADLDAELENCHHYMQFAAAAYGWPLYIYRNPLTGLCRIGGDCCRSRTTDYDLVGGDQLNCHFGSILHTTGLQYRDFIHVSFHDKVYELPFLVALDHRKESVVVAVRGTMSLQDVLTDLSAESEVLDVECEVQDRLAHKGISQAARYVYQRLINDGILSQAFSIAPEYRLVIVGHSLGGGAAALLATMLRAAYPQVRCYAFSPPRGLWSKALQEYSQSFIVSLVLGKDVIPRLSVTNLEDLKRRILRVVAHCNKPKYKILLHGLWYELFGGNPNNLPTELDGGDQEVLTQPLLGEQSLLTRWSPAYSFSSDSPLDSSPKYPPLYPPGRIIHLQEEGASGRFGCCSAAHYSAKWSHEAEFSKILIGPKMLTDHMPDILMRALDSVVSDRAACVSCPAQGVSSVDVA
# C-LANA FP: inhibitors of KSHV LANA C-terminal domain DNA binding; inhibition, % at 9 µM; MBP-C-LANA/FAM-LBS DNA binding, fluorescence polarization; 0.078% of 340,000 active;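 active = highest replicate inhibition at or above 60% at 9 µM, even if other replicates fall short; inactive = all replicates below 60% inhibition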;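 note: 0% = neutral control wells and 100% = 4 µM acridine orange control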
# Rtt109 Vps75: C. albicans Rtt109 histone acetyltransferase inhibition; Q5AAJ8; purified Rtt109/Vps75, ThioGlo CoA-SH fluorescence, 4 h; inhibition, % at 34.9 µM; 0.16% of 330,000 active;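 active = inhibition of at least 50% in every replicate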
# Target sequence (Q5AAJ8 whole entry, looked up): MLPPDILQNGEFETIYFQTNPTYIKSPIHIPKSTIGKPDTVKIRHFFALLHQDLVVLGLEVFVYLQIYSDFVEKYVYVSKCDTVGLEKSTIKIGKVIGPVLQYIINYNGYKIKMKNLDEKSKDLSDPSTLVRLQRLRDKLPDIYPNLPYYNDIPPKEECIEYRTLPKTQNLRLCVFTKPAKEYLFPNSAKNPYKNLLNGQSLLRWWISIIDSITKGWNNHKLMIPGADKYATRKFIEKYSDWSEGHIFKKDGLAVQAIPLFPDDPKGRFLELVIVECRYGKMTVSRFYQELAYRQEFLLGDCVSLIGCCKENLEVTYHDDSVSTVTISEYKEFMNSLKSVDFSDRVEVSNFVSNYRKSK
# PKA-R2B activ: activates the human PKA-R2B holoenzyme complex | PKA-R2B holoenzyme dissociation, Cy5-IP20 fluorescence polarization; R2B truncated from residue 108, S112A mutant; 0% DMSO only, 100% 113 µM cGMP | activation, % at 11.4 µM | 0.079% of 340,000 active | AID 504700;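 active = activation above a cutoff set at the mean over all compounds plus 3 SD, cut at about 18% in these data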;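 note: higher means more holoenzyme dissociation and a rise in polarization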
# Keap1 Nrf2 FP: disrupts human Keap1 binding to Nrf2 peptide | Keap1 Kelch-Nrf2 peptide fluorescence polarization, 1536-well | inhibition, % at 9.4 µM | 0.15% of 340,000 active; in the data active = inhibition above about 12%;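 note: human Keap1 Kelch domain with fluorescein labeled Nrf2 9mer peptide probe; 0% = neutral control wells and 100% = peptide positive control; higher means more block of Keap1 binding to Nrf2 peptide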
# CAL PDZ FP-2: CAL PDZ (human) peptide binding inhibition; Q9HD26; purified CAL PDZ, TMR-peptide fluorescence polarization, 1 h; inhibition, % at 24.9 µM; 0.92% of 300,000 active; AID 602252;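 active = mean inhibition of at least 30% with at least half of replicates also reaching 30%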;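 note: 0% = DMSO neutral control and 100% = excess unlabeled competitor peptide PRC23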
# An asterisk follows results filed as active; · = not tested or not shown. Random draw from the library. About 1.6% of those tested had a hit in this group.
SMILES,CAL PDZ FP-1,SR-BI DiI-HDL act,RTF Ca sens inh,cardiac RTF act,DAGLB inhibitor,C-LANA FP,Rtt109 Vps75,PKA-R2B activ,Keap1 Nrf2 FP,CAL PDZ FP-2
Cc1c(C)c(C)c(S(=O)(=O)N2CCSCC2)c(C)c1C,0.8,-28,-9,13,-10,2.0,0,-11,-3,0
CCCCCCCCCCOC(=O)Cn1c(COc2ccccc2C)[n+](C)c2ccccc21,-0.3,21,3,-12,5,-3.7,-4,4,9,-6
O=C(NC1CCCCNC1=O)c1ccccc1 (stereo unspecified),1.1,27,-1,2,1,-0.3,-1,4,-2,-2
Cn1c(Oc2ccc(F)cc2)c(C=O)c2ccccc21,-0.8,-26,-4,5,-4,-0.3,-7,2,2,·
Cc1nn(CC(=O)Nc2ccc(Cl)cn2)c(C)c1[N+](=O)[O-],·,-31,-5,3,-4,0.3,-1,-4,2,-4
Cc1ccc2nsnc2c1NC(=O)COc1ccccc1,-1.0,-23,-5,-6,-2,-0.1,-2,10,2,9
COc1ccc(NC(=O)CN2C(=O)COc3ccc(S(=O)(=O)N4CCOCC4)cc32)cc1,-1.4,-9,4,0,-1,-0.4,-9,-4,-5,-3
CC1Sc2ccc(S(=O)(=O)CCC(=O)N3CCN(c4ccccc4F)CC3)cc2NC1=O (stereo unspecified),-1.2,5,11,-2,1,-1.8,1,5,-10,1
O=C(O)C1CC1(c1ccccc1)c1ccccc1 (stereo unspecified),-0.2,19,2,0,-2,-0.3,5,3,-4,-1
CC(C)CN1CCC(=O)N([C@H](COc2ccccc2)c2ccccc2)CC1,-1.6,·,-18,-4,-4,-1.2,3,5,-2,10
Cc1ccc(C(=O)NC2CC(C)(C)NC(C)(C)C2)cc1,·,14,1,1,-1,1.2,-7,7,2,-3
COc1ccc(C(=O)NCc2nnc(SCC(=O)N3CCC(C)CC3)o2)cc1,-1.0,-1,-9,3,0,-0.4,1,6,-6,-1
COc1ccc(-n2cnnc2SCC(=O)Nc2cc(S(=O)(=O)N3CCCCC3)ccc2C)cc1,-0.7,-4,-13,-4,1,-0.3,8,-9,3,·
N#C/C(=C\c1ccc(OCc2ccccc2)cc1)C(=O)Nc1nc2c(s1)CCN(Cc1ccccc1)C2,0.5,-8,9,0,0,0.7,-1,0,-5,-1
CC(C)c1ccc(S(=O)(=O)c2ccc(NN)cc2)cc1,-0.3,10,-5,-4,-3,-1.1,-10,0,-2,5
CC(C)C(=O)Nc1cccc(S(=O)(=O)c2cccc(NC(=O)C(C)C)c2)c1,·,10,2,-3,2,0.8,9,-3,7,-3
Cc1cc2ccccc2n1CCNC(=O)C1CCCCC1,-0.1,1,-11,10,0,0.8,4,0,-5,2
CC(C)C[C@H]1CN=C(Nc2ccccc2)N1CC1CCCCC1,0.2,1,-3,-2,4,0.4,8,7,-7,-4
CC(C)C(=O)Nc1c(C(=O)c2ccc(F)cc2)oc2ccccc12,-1.2,-43,1,0,-8,0.6,-1,-3,-2,·
C=CCNC(=O)/C(C#N)=C/c1ccccc1[N+](=O)[O-],-1.9,-13,-16,5,-2,-0.6,5,-11,-6,26
Cc1ccsc1C1C(C#N)=C(N)N(N(C)C)C2=C1C(=O)CCC2 (stereo unspecified),-0.1,26,0,3,2,0.9,-1,5,-4,0
COc1ccc(N2C(=O)C(Cl)=C(N3CCCC(C)C3)C2=O)cc1 (stereo unspecified),-3.0,·,1,3,-3,0.2,14,-2,-3,-6
Cc1ccc(NC(=O)CCCNC(=O)c2ccc(Cl)cc2)c(Br)c1,0.3,20,-1,-5,-1,0.9,5,0,2,2
CCC(c1nnnn1C(C)(C)CC)N(CCCO)Cc1cc2cc(C)cc(C)c2[nH]c1=O (stereo unspecified),-1.4,-2,3,-4,-7,-0.6,8,-3,1,-3

# Reformatted with bars between the fields: part of the list above
molecule | CAL PDZ FP-1 | SR-BI DiI-HDL act | RTF Ca sens inh | cardiac RTF act | DAGLB inhibitor | C-LANA FP | Rtt109 Vps75 | PKA-R2B activ | Keap1 Nrf2 FP | CAL PDZ FP-2
Cc1ccc(C(=O)NC2CC(C)(C)NC(C)(C)C2)cc1 | · | 14 | 1 | 1 | -1 | 1.2 | -7 | 7 | 2 | -3
COc1ccc(C(=O)NCc2nnc(SCC(=O)N3CCC(C)CC3)o2)cc1 | -1.0 | -1 | -9 | 3 | 0 | -0.4 | 1 | 6 | -6 | -1
COc1ccc(-n2cnnc2SCC(=O)Nc2cc(S(=O)(=O)N3CCCCC3)ccc2C)cc1 | -0.7 | -4 | -13 | -4 | 1 | -0.3 | 8 | -9 | 3 | ·
N#C/C(=C\c1ccc(OCc2ccccc2)cc1)C(=O)Nc1nc2c(s1)CCN(Cc1ccccc1)C2 | 0.5 | -8 | 9 | 0 | 0 | 0.7 | -1 | 0 | -5 | -1
CC(C)c1ccc(S(=O)(=O)c2ccc(NN)cc2)cc1 | -0.3 | 10 | -5 | -4 | -3 | -1.1 | -10 | 0 | -2 | 5
CC(C)C(=O)Nc1cccc(S(=O)(=O)c2cccc(NC(=O)C(C)C)c2)c1 | · | 10 | 2 | -3 | 2 | 0.8 | 9 | -3 | 7 | -3
Cc1cc2ccccc2n1CCNC(=O)C1CCCCC1 | -0.1 | 1 | -11 | 10 | 0 | 0.8 | 4 | 0 | -5 | 2
CC(C)C[C@H]1CN=C(Nc2ccccc2)N1CC1CCCCC1 | 0.2 | 1 | -3 | -2 | 4 | 0.4 | 8 | 7 | -7 | -4
CC(C)C(=O)Nc1c(C(=O)c2ccc(F)cc2)oc2ccccc12 | -1.2 | -43 | 1 | 0 | -8 | 0.6 | -1 | -3 | -2 | ·
C=CCNC(=O)/C(C#N)=C/c1ccccc1[N+](=O)[O-] | -1.9 | -13 | -16 | 5 | -2 | -0.6 | 5 | -11 | -6 | 26
Cc1ccsc1C1C(C#N)=C(N)N(N(C)C)C2=C1C(=O)CCC2 (stereo unspecified) | -0.1 | 26 | 0 | 3 | 2 | 0.9 | -1 | 5 | -4 | 0
COc1ccc(N2C(=O)C(Cl)=C(N3CCCC(C)C3)C2=O)cc1 (stereo unspecified) | -3.0 | · | 1 | 3 | -3 | 0.2 | 14 | -2 | -3 | -6
Cc1ccc(NC(=O)CCCNC(=O)c2ccc(Cl)cc2)c(Br)c1 | 0.3 | 20 | -1 | -5 | -1 | 0.9 | 5 | 0 | 2 | 2
CCC(c1nnnn1C(C)(C)CC)N(CCCO)Cc1cc2cc(C)cc(C)c2[nH]c1=O (stereo unspecified) | -1.4 | -2 | 3 | -4 | -7 | -0.6 | 8 | -3 | 1 | -3

# (next part)
SMILES,CAL PDZ FP-1,SR-BI DiI-HDL act,RTF Ca sens inh,cardiac RTF act,DAGLB inhibitor,C-LANA FP,Rtt109 Vps75,PKA-R2B activ,Keap1 Nrf2 FP,CAL PDZ FP-2
COc1ccc2ccccc2c1CNCCN1CCOCC1,-2.7,8,-5,2,2,0.2,-6,-12,-1,-6
COc1ccc(C(C(=O)NC2CCCC2)N(CCN2CCOCC2)C(=O)c2ccc(OC)c(OC)c2)cc1 (stereo unspecified),-2.5,30,-11,5,-2,1.5,3,-7,3,-3
COc1ccc(CCN(C(=O)c2snc(C(N)=O)c2N)C(C(=O)NCC2CCCO2)c2ccc(F)cc2)cc1OC (stereo unspecified),-2.0,·,-8,0,4,1.1,11,9,-7,-1
COC(=O)C1CCN(C(=O)c2c(-c3ccccc3Cl)noc2C)CC1,-0.9,4,-92,1,-1,1.5,2,-2,-2,-2
O=C(O)c1cc2c(cc1Cl)N1CCCCCC1=NS2(=O)=O,0.5,14,7,3,-3,-1.0,-8,7,0,51*
CCC(=O)N(Cc1cc2cc(OC)ccc2[nH]c1=O)c1ccccc1C,-0.9,22,2,2,2,1.5,2,2,-2,-3
CCCOc1ccc(-c2cc(C(F)(F)F)c(C#N)c(SCC(=O)O)n2)cc1,-1.1,0,-9,4,3,0.2,-109,-2,-2,-3
O=C(C1CCN(S(=O)(=O)c2ccc(F)cc2)CC1)N1CC=C(c2ccccc2)CC1,-1.7,10,-8,7,-3,-0.8,-3,-8,-1,17
O=C(Cc1ccc(F)cc1)c1ccc(O)cc1O,0.5,-11,-7,3,-5,5.8,-2,10,1,-5
CC(=O)n1nc(-c2cccnc2)nc1N,-0.5,0,-8,0,2,-0.3,16,-1,-2,-2
NS(=O)(=O)c1ccc(NC(=O)COC(=O)c2cn(-c3ccccc3)nc2-c2ccccc2)cc1,0.0,-3,-7,6,-2,-0.3,-3,-11,-1,-2
Cc1onc(-c2ccccc2Cl)c1C(=O)Nc1ncn[nH]1,0.2,3,-1,11,0,1.9,3,8,-5,-2
O=C(CCS(=O)(=O)Cc1ccc(Cl)cc1)NCCCN1CCOCC1,0.1,-11,-12,0,-2,0.5,-3,0,-4,-2
CNC(=O)NC(=O)C(c1ccccc1)N(C)CC1COc2ccccc2O1 (stereo unspecified),-1.7,·,0,-4,-1,0.3,12,1,-1,·
Cc1cc(C)n(CC(O)COc2ccc(C(C)(C)C)cc2)n1 (stereo unspecified),-2.7,-10,-6,-7,2,-0.8,1,7,2,-2
CN(CC(=O)Nc1cccc(F)c1)C(=O)CCCNC(=O)c1ccc(Cl)cc1,-1.8,21,9,-1,1,1.9,-9,-4,1,6
COc1cccc(-c2nc(C(=O)NCC3CCCO3)cc3c2[nH]c2ccccc23)c1 (stereo unspecified),-0.4,-71,0,10,-4,1.1,-1,-13,-3,-7
OCCNc1nc2ccc(Cl)cc2[nH]1,-1.8,9,-8,3,2,-2.9,-15,2,2,·
O=C(Nc1ccncc1)Nc1ccncc1,-2.2,12,-22,5,0,0.4,2,-7,-4,3
CCc1cc(=O)oc2cc(O[C@@H]3O[C@H](CO)[C@@H](O)[C@H](O)[C@H]3O)c(Cl)cc12,-0.2,16,-1,-1,-2,-1.5,4,-19,-3,-4
COc1cc(NC(=O)CSc2ccccc2)c(C(=O)O)cc1OC,-1.3,11,7,19,-4,-0.6,-2,-1,-4,-3
Cc1ccc(OCC(=O)Nc2ccc(N3CCN(S(C)(=O)=O)CC3)cc2)cc1,-0.9,2,0,-3,3,-1.4,4,3,-1,3
CCOC(=O)C1(CCOc2ccccc2)CCN(C(=O)c2ccc(-n3cccn3)cc2)CC1,-0.8,-59,3,8,-3,0.9,2,-5,3,0
COCCn1cc(C(=O)N2CCC(C)CC2)c2c3ccccc3n(C)c2c1=O,·,27,-2,3,-1,-0.9,5,-4,-4,-10

# Bioassay records from PubChem BioAssay.
